MT stabilizer: microtubule stabilizers in HeLa cells; HeLa tubulin immunostaining HCS, 24 h; share of cells brighter than vehicle mean+2SD; % tubulin-high responders, % at 10 µM; 0.83% of 200,000 active;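 active means plate Z-score above 3 for both tubulin-high and condensed-nucleus cell shares, with cell loss under 80%, at 10 µM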;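 further: anti alpha tubulin signal scored within the nucleus-defined area of each cell; some results filed as inactive read as strong as hits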
WT yeast gro inh: growth inhibition of WT yeast, mitochondrial fusion screen; mitochondrial fusion phenotypic screen, WT strain; inhibition, % at 10 µM; 2.1% of 190,000 active; in the data active means inhibition above about 58%; tested in S. cerevisiae
Dynein transport: dynein cargo transport inhibition | 0.47% of 220,000 active | AID 1381 | 3617.4 mouse cells, GR-EGFP nuclear translocation imaging; test concentration mostly 20 µM; stimulated with dexamethasone, 1 µM; hits give low values | z-score, hits read low;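 active means plate z-score of nuclear minus cytoplasmic receptor signal below a set negative limit, without overly bright fluorescence or cell loss, cut at about -3.5 in these data, passing the limit was not always enough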;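 further: z-score of nuclear minus cytoplasmic ring GR-EGFP intensity difference per well; some compounds called inactive have numbers as strong as hits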
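Buffer or medium – tet-free medium with charcoal-stripped serum · Signal – automated 10x imaging of fixed Hoechst-stained cells · Also added – dexamethasone agonist, 1.0 µM final, for 30 min · Incubation – induction 48 h, compound 1 h, agonist 30 min · Read-out – GR-EGFP nuclear translocation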
M17LAP inhibition: P. falciparum M17LAP inhibitors, primary screen, biochemical, fluorogenic H-Leu-NHMec substrate, 1536-well (AID 1619) | recombinant M17LAP, H-Leu-NHMec fluorogenic kinetic assay; higher % means a stronger effect | inhibition, % at 30 µM, or IC50 in µM where a hit was titrated | 0.38% of 220,000 active;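 active means compound inhibiting the enzyme by more than half at any dose during confirmatory dose-response retesting; inconclusive means strong single-dose inhibitors picked by rank but not retested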;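 further: plate controls were full reaction with DMSO carrier for no effect and no enzyme background for full effect; strong numbers were not always called active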
Yfh1-depleted yeast: enhancers of respiration in Yfh1-depleted yeast, dose response, Friedreich's ataxia, plus single-dose screen (AID 1465) | S. cerevisiae Yfh1-off respiration, WST-1 reduction, 72 h; higher fold induction means a stronger effect | one-dose fold induction at 50 µM; EC50 in µM for titrated hits | 0.074% of 220,000 active;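 active means fold induction of absorbance versus untreated yeast above a set limit, then at least 30% activation at any dose in follow-up; inconclusive means repeats straddling the limit, or above it without dose testing; inactive means fold induction below the set limit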;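 further: activators that raise dye reduction in frataxin-depleted yeast; strong numbers were not always called active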
M1AAP inhibition: malaria alanyl aminopeptidase activity blockers – biochemical, fluorogenic H-Leu-NHMec substrate, 1536-well (AID 1445) | 0.42% of 220,000 active | one-dose inhibition, % at 30 µM; IC50 in µM for titrated hits | recombinant M1AAP, H-Leu-NHMec fluorogenic kinetic assay; higher % means a stronger effect;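 active means primary inhibition above the hit cutoff, then over 50% inhibition at one or more dose response concentrations, cut at about 23% in these data, passing the limit was not always enough; inconclusive means conflicting primary data, or primary hits not chosen for dose response; inactive means low primary inhibition, or under 50% at every dose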;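 further: plate controls were DMSO full reaction for no effect and no enzyme background for full effect; strong numbers were not always called active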
T cell HTS: T cell immune modulators affecting CD8 T cell-vesicle binding. 2C CD8+ T cell-vesicle binding, flow cytometry; hits give low values. calls only at 7 µM. 0.068% of 330,000 active. AID 2052;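 active means response, share of CD8 T cells binding vesicles, and their 90th percentile fluorescence all below set limits, cut at about 80% in these data, passing the limit was not always enough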
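Material: 2C TCR transgenic mouse naive CD8+ T cells, MACS-purified. Also added: QL9-charged Drosophila Ld/ICAM-1/B7-1 vesicles. Timing: binding 1.5 h at 37 °C. Measured by: high-throughput flow cytometry with anti-B7-1 and anti-CD8 staining. Read-out: percent CD8+ FL2 mean versus row control. Controls: Unloaded micro-vesicles (low), QL9 vesicles with 0.7% DMSO (high).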
Autophagy mod: modulators of autophagy; MEF GFP-LC3 puncta imaging; test concentration mostly 10 µM; calls only at 10 µM (by protocol); 0.98% of 190,000 active; AID 463193;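 active means percentage of spot-positive cells more than 3 SD above its plate mean, without a fluorescence outlier flag or 80% toxicity; inconclusive means no clear call, values can overlap the other calls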;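 further: spot-positive cell cutoff set from DMSO-treated cells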
bCat nuc transl: alters nuclear translocation of beta-catenin in HeLa cells; immunofluorescence imaging; nuclear translocation activity, % at 5 µM; 0.3% of 190,000 active;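 active means nuclear translocation activity above 50% at 5 µM, with a well cell count of 50 or more; inconclusive means wells under 50 cells across six images, flagged as toxic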;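 further: per-cell ratio of nuclear to cytoplasmic median beta-catenin stain intensity; plate controls were DMSO negative control for no effect and GSK-3 inhibitor IX positive control for full effect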
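assay system = human HeLa cells, endogenous beta-catenin | times = compound treatment 24 h, 37°C, 5% CO2 | detection = Anti-beta-catenin immunofluorescence on PFA-fixed, Triton-permeabilized cells, DAPI nuclei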
WT yeast gro inh mutant strain: recorded beside WT yeast gro inh, whose call it bears; inhibition, %; mitochondrial fusion phenotypic screen, mutant strain inhibition
Dynein transport cytoplasmic EGFP: recorded beside Dynein transport, whose call it bears; z-score; measured here: cytoplasmic GR-EGFP intensity; hits give high values
Dynein transport nuclear GR-EGFP: also measured in Dynein transport; calls as there; z-score; measured here: nuclear GR-EGFP intensity;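 lower value marks the stronger effect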
Dynein transport cell count: recorded beside Dynein transport, whose call it bears; z-score; measured here: cell count per field
bCat nuc transl cell count 5 µM: further read-out of bCat nuc transl, marked with its call; cell count; measured here: cell count, cytotoxicity flag
T cell HTS vesicle-bound %: second read-out of T cell HTS, no call of its own (marks repeat the call); double positive events, %; measured here: CD8+ vesicle-bound cell fraction;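 binding gate set so that unloaded-vesicle control wells show 10% double positive cells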
MT stabilizer Hoechst-high %: also measured in MT stabilizer; calls as there; % Hoechst-high responders; measured here: nuclear condensation Hoechst responders;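 share of cells brighter than vehicle mean plus two SD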
MT stabilizer cytotoxicity %: also measured in MT stabilizer; calls as there; toxicity, %; measured here: cytotoxicity by cell density;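 0% = mean cell density of plate MIN control wells and 100% = no cells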
Autophagy mod cell loss 18 h: further read-out of Autophagy mod, marked with its call; toxicity, %; measured here: cell loss, nuclei count;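 cell loss after 18 h compound exposure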
* marks the source's active call; other numbers are inactive results; i = inactive; ? = inconclusive; . = not tested or not shown.

SMILES | MT stabilizer | MT stabilizer Hoechst-high % | MT stabilizer cytotoxicity % | WT yeast gro inh | WT yeast gro inh mutant strain | Dynein transport | Dynein transport cytoplasmic EGFP | Dynein transport nuclear GR-EGFP | Dynein transport cell count | M17LAP inhibition | Yfh1-depleted yeast | M1AAP inhibition | T cell HTS | T cell HTS vesicle-bound % | Autophagy mod | Autophagy mod cell loss 18 h | bCat nuc transl | bCat nuc transl cell count 5 µM
CCOC(=O)C1=C(CC)Nc2ccccc2N=C1NC(=O)Nc1ccc(Cl)c(Cl)c1 | 2.3 | 1.0 | 9.5 | 6.9 | 7.6 | 1.23 | -0.229 | 1.31 | -0.0224 | 5.6% | i | -5.4% | i | 47.1 | i | 1.1 | . | .
CSc1ccccc1NC(=O)c1cc(-c2cccnc2)nc2ccc(Br)cc12 | 3.9 | 3.7 | 5.8 | 0.6 | -4.3 | -0.629 | 0.0333 | 0.26 | 0.852 | 0.2% | i | 14.6% | i | 53.4 | i | 9.3 | 1.6 | 1474
C=CCOc1ccc(C2NC(=S)NC3=C2CCc2ccccc23)cc1 (stereo unspecified) | . | . | . | . | . | 0.44 | -0.236 | 0.191 | -0.571 | -2.7% | i | -2.3% | i | 4.3 | . | . | -2.9 | 1163
CC1CCC(C(C)C)C2=C1C(C#N)(C#N)C(C#N)(C#N)C(c1ccccc1)N2 (stereo unspecified) | 4.2 | 2.5 | 4.2 | -26.1 | -14.7 | -1.37 | 1.57 | -0.524 | 0.333 | -15.4% | i | 10.3% | i | 33.5 | i | 2.1 | 0.2 | 807
CC(=O)c1ccc(NC(=O)c2cn(-c3ccccc3)nc2-c2ccncc2)cc1 | 1.8 | 1.0 | 0.3 | 7.6 | -3.7 | . | . | . | . | -3.5% | i | -5.5% | i | 31.4 | i | -1.6 | -0.4 | 1042
CCOC(=O)NC1(C(F)(F)F)C(=O)NC(C)=C1C#N (stereo unspecified) | 4.9 | 1.8 | 8.2 | -0.9 | -4.8 | 2.25 | -0.113 | 1.15 | -0.948 | -1.1% | i | 1.6% | i | 54.6 | i | 4.6 | 1.6 | 961
CC(=O)c1cc2c(cc1NS(=O)(=O)c1ccc(F)cc1)OCO2 | 1.9 | 1.8 | 9.4 | -9.1 | -4.0 | 0.433 | -0.278 | 0.379 | -0.176 | 2.3% | i | 8.1% | i | 25.0 | i | 11.5 | -1.3 | 1107
COc1ccc(/C=N/Nc2ccccn2)cc1O | . | . | . | . | . | 0.0354 | -0.245 | -0.0587 | 0.748 | 15.8% | i | 0.0% | i | 29.8 | . | . | 0.6 | 1312
Nc1ccc(S(=O)(=O)c2ccc(Cl)cc2)cc1 | 4.8 | 2.2 | 2.6 | -4.6 | -31.0 | -1.47 | -0.236 | -0.473 | 1.34 | 0.0% | i | 16.6% | . | . | i | 3.7 | -10.5 | 1108
O=c1c(-c2nc3ccccc3s2)cccn1Cc1ccccc1 | 1.5 | 1.5 | 8.1 | 9.2 | 6.3 | -0.371 | -0.202 | -0.702 | 0.678 | -44.5% | i | 25.6%* | i | 22.5 | i | 3.1 | . | .
CCOC(=O)N1CCN(C(=O)c2c(N)no[n+]2[O-])CC1 | 2.7 | 3.2 | 9.2 | 2.1 | -10.4 | 2.11 | -0.055 | 1.1 | -1.62 | -10.4% | . | -4.2% | i | 24.2 | i | -0.6 | 0.0 | 1018
CCOC(=O)c1c(C)nc2sc3c(=O)n(-c4ccc(C(C)=O)cc4)nnc3c2c1-c1ccc(Cl)cc1 | 2.8 | 1.8 | 7.3 | 13.5 | -14.9 | 0.57 | -0.184 | 0.845 | 0.752 | -13.1% | i | -2.5% | i | 7.0 | i | 8.2 | -0.6 | 1449
O=C(O)Cn1c(CC(=O)N2CCCC2)nc2ccccc21 | 1.8 | 1.3 | 6.7 | 63.4* | 6.9* | -0.502 | -0.166 | -0.121 | 0.286 | 9.4% | i | 7.3% | i | 29.9 | i | 1.4 | -5.4 | 1189
C=C1CCN([C@@H](C)C(=O)NCc2ccc(OC)cc2)S(=O)(=O)c2ccccc21 | . | . | . | . | . | -0.459 | -0.358 | -0.0989 | 0.0921 | 2.6% | i | 6.3% | i | 25.2 | . | . | 1.0 | 1050
O=C(c1cccc(F)c1)N1CCN(c2ccc([N+](=O)[O-])c(N3CCCCC3)c2)CC1 | 1.9 | 1.4 | 6.9 | 36.5 | 15.0 | 2.62 | -0.252 | 1.52 | -0.629 | 7.1% | i | 7.3% | i | 36.6 | i | 30.6 | -1.0 | 1362
CN(C)c1ccc(C(CN)c2c[nH]c3ccccc23)cc1 (stereo unspecified) | 2.8 | 1.1 | 3.7 | 15.7 | 3.2 | 1.47 | -0.0416 | 0.392 | -0.211 | 9.9% | i | -2.3% | i | 57.2 | i | -0.8 | 2.5 | 1106
COc1cccc(-c2ccc(C#N)c(SCC(=O)NCCc3ccc(Cl)cc3)n2)c1 | 3.3 | 2.5 | 9.5 | -19.6 | -1.0 | 0.592 | -0.256 | 0.23 | -0.217 | -0.7% | i | -0.7% | i | 52.7 | i | 11.4 | -2.7 | 1133
S=C(Nc1ccc(Nc2ccccc2)cc1)NC1CCCCCC1 | 8.1 | 1.1 | 7.2 | 80.5* | 62.1* | -0.232 | -0.239 | -0.0804 | 1.12 | -5.3% | i | -0.7% | i | 47.1 | i | 1.3 | 0.5 | 1591
CCOC(=O)C1CCCN(C(=O)c2cc(=O)c3ccccc3o2)C1 (stereo unspecified) | 3.2 | 2.1 | 53.9 | -3.6 | 1.4 | -0.536 | -0.268 | -0.0664 | 0.17 | -14.9% | i | -3.0% | i | 17.6 | i | -5.1 | . | .
O=C(c1ccc(CS(=O)(=O)Cc2ccc(Cl)cc2)o1)N1CCCC1 | 2.5 | 2.0 | 4.8 | -23.1 | -9.0 | 0.937 | -0.362 | 0.0381 | 0.255 | 2.8% | i | 7.4% | i | 55.1 | i | 16.9 | -6.1 | 1027
Cc1cc(NC(=O)c2n[nH]c(=O)c3ccccc23)ccc1Br | . | . | . | . | . | 0.223 | -0.187 | 0.0706 | -0.625 | -3.9% | i | -2.7% | i | 34.7 | . | . | -2.0 | 1189
CCCC(=O)Nc1ccc2oc(-c3ccncc3)nc2c1 | 1.2 | 1.5 | 8.8 | -1.6 | 2.0 | -0.993 | -0.222 | -0.561 | 0.719 | 13.2% | i | 7.8% | i | 43.5 | i | 4.0 | -3.5 | 957
O=C(c1ccc(CS(=O)(=O)c2ccc(Br)cc2)o1)N1CCN(c2ncccn2)CC1 | 7.5 | 2.6 | 1.7 | 7.7 | 3.1 | -0.799 | -0.211 | -0.351 | 0.0951 | -7.6% | i | 11.9% | i | 39.6 | i | 2.1 | -1.2 | 1132
COc1ccc(OC)c(NC(=O)c2ccc(CN(c3cc(Cl)ccc3C)S(=O)(=O)c3ccccc3)cc2)c1 | 5.8 | 2.5 | 0.8 | 5.2 | 9.2 | -0.745 | 0.314 | -0.0217 | 0.356 | 5.0% | i | -5.0% | i | 31.2 | i | 1.8 | -3.4 | 757
O=c1oc2c3c4c(cc2c(C(F)(F)F)c1CCN1CCOCC1)CCCN4CCC3 | 4.1 | 1.1 | 0.7 | -0.1 | 7.5 | -5.66* | -0.328* | -3.25* | 0.281* | 6.2% | i | 1.0% | i | 16.0 | ? | . | . | .
Nc1ccccc1C(=O)Nc1nccs1 | 3.5 | 3.0 | 9.3 | -5.4 | 14.0 | -0.676 | -0.382 | -0.365 | 1.78 | -1.0% | i | 2.4% | i | 53.6 | i | -0.2 | -0.2 | 1512
CCOC(=O)c1c(-c2ccc(C)o2)csc1NC(=O)CSc1nnc(C)s1 | 3.0 | 2.0 | 9.3 | 45.3 | 28.8 | -1.38 | -0.119 | -0.508 | 1.17 | 11.4% | i | 11.8% | i | 22.7 | i | -0.6 | -1.9 | 958
N#C/C(=C/c1cn(-c2ccccc2)nc1-c1cccc(OCc2ccccc2)c1)C(=O)NCCCn1ccnc1 | 8.0 | 6.6 | 2.7 | 12.3 | 7.1 | 0.0724 | -0.221 | 0.252 | 0.332 | 1.8% | i | 10.2% | i | 7.6 | i | 23.4 | 1.3 | 467
COc1ccc(C(CCN)Cc2ccccc2)cc1 (stereo unspecified) | 8.2 | 4.3 | 5.6 | 1.8 | 2.5 | 2.28 | -0.139 | 1.27 | -1.5 | 3.4% | i | 12.0% | i | 40.4 | i | 0.1 | 0.9 | 1480
Cc1ccc(CNC(=O)C2(c3cccs3)CCOCC2)cc1 | 4.4 | 1.7 | 4.6 | -12.7 | -9.4 | -0.0159 | -0.131 | -0.0451 | -0.867 | 11.1% | i | 1.0% | i | 45.2 | i | 10.8 | -1.8 | 1110

Assay outcomes as filed in PubChem BioAssay.
